# EPAC1 agonist: qHTS for Agonist of cAMP-regulated guanine nucleotide exchange factor 3 (EPAC1): primary screen; Rap guanine nucleotide exchange factor 3 (Homo sapiens), O95398; EPAC1 agonist qHTS, biochemical assay; response scale: 100% = response to 6.5 mM cAMP; Potency, µM (titrated, usually from 154 µM), inactives show top-dose activation, most hits filed as activators; actives 0.073% (n = 360,000); note: potency is the fitted concentration of half-maximal effect; nearly all actives have a fitted effect of over 60% in size
# Target sequence (O95398 whole entry, looked up): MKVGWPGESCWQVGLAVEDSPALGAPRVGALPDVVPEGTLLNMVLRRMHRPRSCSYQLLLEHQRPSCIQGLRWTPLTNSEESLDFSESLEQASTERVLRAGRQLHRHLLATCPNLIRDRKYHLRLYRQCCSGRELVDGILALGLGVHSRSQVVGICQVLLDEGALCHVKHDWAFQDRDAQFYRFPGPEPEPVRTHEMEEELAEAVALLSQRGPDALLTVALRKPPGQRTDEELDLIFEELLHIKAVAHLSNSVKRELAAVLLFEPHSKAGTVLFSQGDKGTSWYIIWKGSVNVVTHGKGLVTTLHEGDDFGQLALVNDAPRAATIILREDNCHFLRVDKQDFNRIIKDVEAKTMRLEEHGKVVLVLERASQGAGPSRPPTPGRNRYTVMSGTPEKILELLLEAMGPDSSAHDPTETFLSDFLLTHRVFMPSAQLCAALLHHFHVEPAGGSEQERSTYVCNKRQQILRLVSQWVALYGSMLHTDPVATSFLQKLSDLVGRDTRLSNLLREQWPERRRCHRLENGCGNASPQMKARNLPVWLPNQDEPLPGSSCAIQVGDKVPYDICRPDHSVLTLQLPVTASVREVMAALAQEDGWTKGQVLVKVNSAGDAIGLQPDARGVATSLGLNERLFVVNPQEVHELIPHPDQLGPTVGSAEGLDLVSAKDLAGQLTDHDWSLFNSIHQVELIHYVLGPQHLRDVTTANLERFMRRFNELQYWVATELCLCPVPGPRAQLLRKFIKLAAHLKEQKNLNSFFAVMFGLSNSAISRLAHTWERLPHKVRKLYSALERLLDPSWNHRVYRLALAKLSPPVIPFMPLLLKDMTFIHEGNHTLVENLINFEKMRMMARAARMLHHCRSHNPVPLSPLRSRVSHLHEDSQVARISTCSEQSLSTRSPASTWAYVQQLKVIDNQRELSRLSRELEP
#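 Nucleotide exchange assay: 100 nM EPAC1 with 250 nM Rap1B loaded with BODIPY-GDP and 50 uM GDP, room temperature. Fluorescence (480/540 nm) read every 5 min for 30 min; signal change normalized to 6.5 mM cAMP as full agonist.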
# PLK1 PBD block: qHTS for Inhibitors of PLK1-PDB (polo-like kinase 1 - polo-box domain): Primary Screen | Serine/threonine-protein kinase PLK1 (Homo sapiens), P53350 | Plk1 PBD binding of FITC phosphopeptide, fluorescence polarization | Potency, µM, for the others: max response, negative = inhibition, hits mostly inhibitors | actives 2.8% (n = 360,000); note: potency is the fitted concentration of half-maximal effect; series mostly up to about 57 µM; % is set by controls: 0 for no effect and ±100 for the full control effect; nearly all actives have a fitted effect of over 65% in size
# EPAC1 antag: qHTS for Antagonist of cAMP-regulated guanine nucleotide exchange factor 3 (EPAC1): primary screen | AID 720709, 2013 | Potency, µM (titrated, usually from 115 µM), without a hit: at the top dose activity change, negative = inhibition, usual class: inhibitors | EPAC1 GEF assay, Rap1b-BODIPY-GDP exchange fluorescence | actives 0.14% (n = 360,000);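 note: potency is the fitted concentration of half-maximal effect; plate controls were vehicle for no effect and positive control for full effect; nearly all actives have a fitted effect of over 50% in size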
# PI5P4Ka inh: qHTS for Inhibitors of phosphatidylinositol 5-phosphate 4-kinase (PI5P4K); max response, %; PI5P4Kalpha enzyme, ADP-Glo luminescence, 60 min; active compounds read low; Phosphatidylinositol 5-phosphate 4-kinase type-2 alpha (Homo sapiens), P48426; AID 652105, 2013; actives 1.2% (n = 330,000); active = max response of -50% or lower; inconclusive = between -30% and -50%; inactive = -30% or higher; note: value at the top dose of about 77 µM; % is set by controls: 0 for no effect and ±100 for the full control effect
#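 Single end-point luminescence (ADP-Glo) quantified ADP from PI5P4Kalpha turnover; ATP 5 microM final, 1 h at RT, 0.1% CHAPS and 0.28 mM EGTA in HEPES pH 7.4.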
# WRN inhibitor: qHTS for Inhibitors of WRN Helicase; Bifunctional 3'-5' exonuclease/ATP-dependent helicase WRN (Homo sapiens), Q14191; WRN helicase unwinding, fluorescent forked duplex, kinetic; Potency, µM (top dose mostly 114 µM), inactives show top-dose activity change, negative = inhibition, actives largely listed as inhibitors; actives 0.46% (n = 360,000); AID 651768, 2012; note: potency is the fitted concentration of half-maximal effect; % is set by controls: 0 for no effect and ±100 for the full control effect; nearly all actives have a fitted effect of over 55% in size
#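 Screening of the MLSMR collection measured strand separation of a quenched forked DNA duplex (100 nM) by 20 nM WRN with 2 mM ATP, all final. Compounds were preincubated with enzyme 15 min at room temperature.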
# Mm-Cpn inhibitor: Inhibitors of TCP-1 ring complex (TRiC) of Methanococcus maripaludis (MmCpn): qHTS; Chaperonin Mm-Cpn (Methanococcus maripaludis); purified Mm-Cpn ATPase, ADP Transcreener TR-FRET; Potency, µM (highest dose often 76.9 µM), for the others: at the top dose activity, negative = inhibition, hits mostly inhibitors; actives 0.031% (n = 330,000); note: potency is the fitted concentration of half-maximal effect; % is set by controls: 0 for no effect and ±100 for the full control effect; nearly all actives have a fitted effect of over 80% in size
#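 Purified archaeal chaperonin (25 nM final) was preincubated with compound for 10 min at 37°C, then ATP (10 uM final) was added for 30 min at 37°C in Tris pH 7.4/KCl/MgCl2/DTT buffer. ADP was quantified by HTRF Transcreener TR-FRET.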
# EPAC2 antag: qHTS for Antagonist of cAMP-regulated guanine nucleotide exchange factor 2 (EPAC2): primary screen. Rap guanine nucleotide exchange factor 4 (Homo sapiens), Q8WZA2. EPAC2 GEF exchange of Rap1B-BODIPY-GDP, fluorescence. Potency, µM (doses to about 114 µM), inactives show at the highest dose activity, negative = inhibition, most hits filed as inhibitors. actives 0.18% (n = 360,000). AID 720708, 2013; note: potency is the fitted concentration of half-maximal effect; % is set by controls: 0 for no effect and ±100 for the full control effect; nearly all actives have a fitted effect of over 45% in size; many of its hits are not listed in these tables
# CCT chaperon mod: High-Throughput Screening for Modulators of Cytosolic Chaperonin Activity | purified chaperonin ATPase assay, HTRF ADP detection, 30 min | AID 651819, 2012 | actives 0.3% (n = 360,000) | activity change, % (concentration not given with the values), hits read low; in the data active = activity change below about -30%; note: % is set by controls: 0 for no effect and ±100 for the full control effect
#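 TRiC at 40 or 20 nM final (batch-dependent) in 30 mM Tris pH 7.4, 100 mM KCl, 5 mM MgCl2, 1 mM DTT, with compound at single 76 uM and 10 uM ATP, 30 min at 37 deg C. ADP detected by HTRF Transcreener, 665/615 ratio.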
# Starred values were filed as active, the others as inactive; ? = inconclusive; . = no result given; [ ] = another dose, or the depositor's remark. Unless noted, calls come from the whole dose curve; as a rule, active = well fitted curve in the direction sought with a large enough effect; inconclusive = small, poorly fitted or top-dose-only effect, or another doubt; inactive = no such curve, though single readings can be large; an effect the other way counts as inactive or inconclusive.
# Results follow in this order: EPAC1 agonist, PLK1 PBD block, EPAC1 antag, PI5P4Ka inh, WRN inhibitor, Mm-Cpn inhibitor, EPAC2 antag, CCT chaperon mod
> CC1CC(=O)c2cn3c(nc2C1)nc1ccccc13 (centres undefined)
  1.4%, -9.4%, -10.5%, ., -10.8%, 0.2%, -8.5%, -0.3
> COc1ccccc1NC(=O)C1CCCN(c2cnccn2)C1 (centres undefined)
  -7.8%, 3.8%, -22.6%, -3.9, 0.1%, -1.2%, 5.2%, 0.2
> O=C(Nc1ccc(F)cc1)Nc1nnc(Cc2ccccc2F)s1
  6.3%, 16.8µM*, 2.3%, -12.4, -28.6%, -0.9%, -6.4%, -1.5
> O=C(CN1CCN(C(=O)c2ccco2)CC1)Nc1ccc(F)cc1F
  6.0%, -10.4%, 0.8%, 2.9, 0.0%, 0.8%, -4.8%, 0.3
> CCc1c(C(=O)NC2CCCCC2)[nH]c(C)c1C(C)=O
  4.7%, -5.8%, -1.6%, ., 5.8%, 0.6%, -2.0%, -2.3
> CN(C)S(=O)(=O)c1cc(NC(=O)CN2CCc3ccccc32)ccc1Cl
  -2.1%, -10.4%, -13.5%, -4.5, -11.6%, -14.6%, 6.7%, 3.3
> CCC1=Nc2cc(C(=O)NCCN3CCOCC3)ccc2Sc2ccc(C)cc21
  -8.0%, -5.4%, -4.6%, 2.6, -8.3%, 2.2%, -2.9%, 2.0
> CCSc1nnc(NC(=O)CN2C(=O)NC3(CCCC3)C2=O)s1
  8.4%, -7.5%, -12.0%, 0.6, 10.1%, 0.9%, -0.7%, -1.1
> CN(C(=O)Nc1cnccc1C(F)(F)F)C1CCCCC1
  -0.6%, 0.5%, 15.5%, -10.0, -4.4%, ?, 11.8%, -0.1
> CCCCOC(=O)Nc1ccc(OC)cc1S(=O)(=O)N1CCOCC1
  -4.3%, -3.9%, -6.2%, -7.2, 7.2%, -0.3%, 5.2%, -0.5
> Fc1ccccc1COc1cccc2cccnc12
  6.9%, -21.1%, -4.6%, 2.9, -1.7%, ., -26.4%, -2.4
> c1ccc(OCc2nn3c(-c4ccccn4)nnc3s2)cc1
  -3.1%, 2.4%, 5.0%, -1.4, -3.1%, -0.6%, 5.1%, 0.3
> O=C(Nc1cccc(C(F)(F)F)c1)c1cccnn1
  -0.3%, 2.3%, 23.6%, -1.8, -5.9%, -1.8%, -1.7%, -1.6
> CCSc1nnc(NC(=O)C2Cc3ccccc3CN2C(=O)c2ccco2)s1 (centres undefined)
  9.1%, ?, 1.9%, -51.6*, ?, -2.6%, -5.1%, -4.0
> CCOC(=O)c1c(C)[nH]c2ccc(O)cc12
  2.2%, -9.1%, -10.3%, -0.4, -9.3%, 0.8%, -2.4%, 0.0
> CCn1c(CCCOc2ccc(Cl)cc2Cl)nnc1SCC(=O)Nc1cc(F)ccc1C
  0.9%, 5.2%, -23.5%, 4.3, -16.3%, 1.4%, -5.4%, 2.2
> COc1cc(C2C(C#N)=C(N)OC3=C2C(=O)CCC3)cc(OC)c1OC(=O)N1CCOCC1 (centres undefined)
  3.4%, -2.6%, -5.7%, -4.9, -7.0%, -1.4%, 16.6%, 1.3
> COC1OC(c2ccccc2)=C(c2cnc(N)nc2)c2ccc(F)cc21 (centres undefined)
  5.1%, -3.4%, -4.6%, 0.9, -4.3%, ., 39.8µM*, 1.1
> Cc1ccc(C)c(C(O)c2ncc(-c3ccccc3)[nH]2)c1 (centres undefined)
  -3.7%, -9.8%, -16.6%, -2.0, 4.9%, ., -3.4%, -2.6
> CCCCCC1CC(CC(=O)Nc2ccc([N+](=O)[O-])cc2)C(=O)O1 (centres undefined)
  -3.7%, -2.7%, -8.4%, 3.9, 0.0%, 2.4%, -11.3%[57.1 µM], 1.1
> O=C(Nn1cnnc1)c1cccc(S(=O)(=O)N2CCOCC2)c1
  13.4%, 0.0%, -1.2%, -7.5, -3.2%, -2.5%, 1.6%, -0.5
> CC1(C)CC(=O)C2=C(C1)N(c1ccccc1C#N)C(N)=C(C#N)C2c1cccs1 (centres undefined)
  19.5%, -5.0%, -20.6%, -6.8, -19.6%, -0.5%, -10.9%, 0.1
> Nc1ccc(CSc2ccc(Cl)cc2)cc1
  8.5%, -21.9%, -13.2%, 1.0, 0.9%, -0.3%, -2.6%, 0.3
> O=C(c1cc(-c2ccncc2)nc2ccccc12)N1CCN(Cc2ccccc2)CC1
  1.1%, -6.0%, -7.0%, -4.6, -19.6%, -4.0%, 1.9%, 0.6
> COc1ccc(NC(C)=O)cc1NC(=O)CSc1nnc(-c2ccncc2)n1C
  -15.9%, -3.9%, 6.3%, -0.1, 9.4%, 1.5%, 16.9%, 1.4
> NCCCCC(C(=O)O)N(C(=O)OCc1ccccc1)C(=O)OCc1ccccc1 (centres undefined)
  -3.8%, -19.2%, -12.5%, 2.4, -1.6%, ., 2.6%, 0.3
> CCCn1c(SCC(=O)Nc2cc(S(=O)(=O)N3CCOCC3)ccc2OC)n[nH]c1=O
  -14.9%, 29.9µM*, -11.8%, -12.2, -1.8%, 1.9%, 2.8%, 1.5
> CC(=O)n1cc(/C=N/NC(=O)c2cccc(O)c2)c2ccccc21
  8.2%, 2.8%, -21.7%, 2.3, -15.0%, 2.3%, -6.6%, 0.7
> C/C(=C\C(=O)c1ccccc1)Nc1ccc2c(c1)OCO2
  -2.0%, 0.4%, 14.7%, -15.1, 2.0%, 1.0%, 8.3%, 0.4
> C(=C(c1ccccc1)c1ccccc1)c1ccccn1
  13.3%, -1.7%, 1.0%, -1.0, 1.0%, 1.1%, ?, -0.1
> Cc1cc(C)c(OCCCCN(C)C)c(Br)c1
  -1.6%, 0.9%, -3.5%, -1.9, -0.7%, -1.7%, -4.9%, 1.9
> CN(C)C(=O)c1cc(Br)ccc1Cl
  10.6%, -6.5%, -2.9%, ., 1.7%, 0.0%, -3.6%, -1.6
> Cc1cc(C)c(C(=O)NCC(=O)c2ccccc2)c(C)c1
  2.8%, -7.1%, 10.0%, 1.1, 3.6%, ., 3.6%, -1.5
> NC(=O)c1ccsc1NC(=O)CCS(=O)(=O)c1ccccc1
  -0.4%, -6.9%, 0.1%, 0.6, -3.2%, -0.1%, 11.3%, -5.4
> CCC(C)N1C(=O)S/C(=C/c2ccc3c(c2)n(C)c(=O)n3C)C1=O (centres undefined)
  1.6%, ?, -8.1%, 1.0, 2.0%, 1.0%, -15.3%, -4.4
> Nc1ccccc1C(=O)NCCCN1CCN(c2cccc(Cl)c2)CC1
  6.9%, -17.3%, 29.9%, -2.0, 5.5%, ., -23.8%, -1.3
> CCCCN(CCCC)CCNC(=O)CN1C(=O)COc2ccc(S(=O)(=O)N3CCC(C)CC3)cc21
  -13.4%, -27.5%, 5.1%, 1.6, 5.9%, -0.3%, -1.8%, -1.1
> O=C(O)CN(c1ccccc1[N+](=O)[O-])S(=O)(=O)c1ccccc1
  3.1%, ?, 2.8%, -9.2, 9.3%[57.1 µM], 2.0%, -1.1%, 1.1
> CC(C)(C(=O)O)c1ccc(C(O)CCCN2CCC(C(O)(c3ccccc3)c3ccccc3)CC2)cc1 (centres undefined)
  -12.7%, -5.8%, 6.4%, 8.7, 0.0%, 0.6%, 7.1%, -4.6
> O=C1NCCN1c1ccc(CN2CCN(C3CCCCC3)C(CCO)C2)cc1 (centres undefined)
  -2.3%, -12.5%, -7.0%, 2.3, 4.3%, -0.6%, 0.6%, 0.3
> Cc1ccc(OCCCCNC(C)c2ccccc2)c(C)c1 (centres undefined)
  3.1%, -10.2%, -3.4%, 7.1, 4.5%, -3.5%, 3.8%, -0.9
> CCc1ccc(C(=O)NNC(=O)CCc2nc3ccccc3c(=O)[nH]2)cc1
  5.3%, -3.2%, -18.0%, -19.4, -16.4%, 0.0%, 1.9%, -0.8
> CC(C)NC(=O)C1(C)CCCCCN1C(=O)c1ccc(-c2ccccc2)cc1 (centres undefined)
  5.0%, -8.9%, -8.2%, -0.4, 2.1%, ., -10.3%, -2.3
> CCCCn1nnnc1NCc1ccc(N2CCCC2)cc1
  9.1%, -12.1%, -2.4%, -8.6, 3.1%, -3.5%, -0.3%, -5.5
> CCOC(=O)C1=CCN(S(=O)(=O)c2ccc(F)cc2)C1c1ccc(Cl)c(Cl)c1 (centres undefined)
  6.9%, -19.1%, -6.2%, -0.8, -9.0%, ., -4.5%, .
> Cc1ccc(S(=O)(=O)N2CCOCC2)cc1NC(=O)COC(=O)CCn1c(C)csc1=O
  -8.2%, -6.3%, -2.9%, -1.7, -10.9%, 0.0%, -0.8%, -0.3
> COc1cc(/C=C/c2cc(OC(C)=O)c3ccccc3n2)c(OC(C)=O)c([N+](=O)[O-])c1
  6.3%, -3.1%, -3.9%, -1.8, -23.0%, -0.6%, -16.1%, -1.6
> C/C(CC1CC(COCC(C)C)OC1=O)=N\Nc1nc(-c2ccccc2)cs1 (centres undefined)
  12.0%, 21.2µM*, -1.0%, ., -6.2%, -0.7%, -7.2%, -0.8
> Cc1cc(C)n(CCC(=O)N=Nc2c(O)[nH]c3ccc(Br)cc23)n1
  5.4%, -6.4%, -19.4%, 0.1, ?, 2.7%, -4.3%, 0.0
> COc1ccc(CN2CCN(C(=O)c3ccc(F)cc3)CC2)c(OC)c1
  5.1%, 8.1%, 19.0%, -1.2, 8.0%, 1.1%, 7.3%, -0.5
> COC(=O)c1ccc(C(=O)Nc2ccc3c(c2)C(=O)NC3=O)cc1
  1.8%, 3.3%, -14.6%, 0.0, -23.3%, -1.7%, -12.8%, 3.7
> CSc1nc2c(=S)[nH]c(=S)[nH]c2s1
  -1.6%, 21.2µM*, -14.1%, ?, -5.2%, ., -16.8%, -0.6

# These rows are one share of the data; rates above refer to the full screens.
